From PubChem
FAS TE block = inhibitors of human fatty acid synthase thioesterase domain; P49327; recombinant FAS-TE, OMFH fluorogenic substrate, fluorescence endpoint; inhibition, % at 15 µM; 360,000 compounds, 0.67% hits;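 active means compounds whose normalised, plate-corrected inhibition of enzyme fluorescence in the single-dose primary screen is 50% or more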;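 further: 0% = DMSO with enzyme and 100% = substrate without enzyme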
PABP1 MLLE inh = inhibitors of microRNA-mediated deadenylation, human PABP1 MLLE binding; P11940; GST-MLLE / FITC-PAM2 fluorescence polarization; inhibition, % at 20 µM; 360,000 compounds, 0.36% hits; AID 588489; in the data active means inhibition above about 35%, passing the limit was not always enough;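 further: plate controls were DMSO wells with GST-MLLE for no effect and wells lacking GST-MLLE protein for full effect; some results filed as inactive read as strong as hits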
MT1-MMP act inh = MT1-MMP (human) activation inhibition. HT1080 RFP-PRO-GFP cells, GFP/RFP ratio fluorescence, overnight; percent of plate control window, DMSO zero. AID 651647. GFP/RFP ratio change, % at 20 µM. 360,000 compounds, 0.061% hits;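 active means GFP/RFP ratio change of at least 30% with cell ATP level not reduced by more than half and red fluorescence within 50% of control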; further: strong numbers were not always called active
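Assay system: RFP-PRO-GFP reporter HT1080 cells; read-out basis: GFP/RFP fluorescence ratio; benchmarks: DMSO wells and RFP-L50D-GFP cells; doses: 20 µM single dose, 1% DMSO; schedule: overnight cell settling, then overnight compound exposure, 37 °C, 5% CO2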
CSN inh = blocks human CSN-mediated cullin deneddylation. inhibition, % at 12.5 µM. AID 651999. Purified CSN, SCF-Nedd8-OG deneddylation, fluorescence polarization. 360,000 compounds, 0.38% hits;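 active means pattern-corrected inhibition above about 35%, with an unprinted fluorescence ratio check between 0.5 and 1.5, limit read from the data, passing the limit was not always enough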;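 further: 0% = enzyme with substrate and 100% = substrate without enzyme; some results filed as inactive read as strong as hits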
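Test system: purified human Csn5 enzyme expressed in HEK293T cells. Amount: 0.24 nM enzyme. Reagent: SCFSkp2-Nedd8OG substrate at 10 nM final. Schedule: 90 min incubation of compound, enzyme and substrate at room temperature. Detection: fluorescence polarization. Read-out: % inhibition of substrate cleavage by Csn5.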
SKN-1 inh = inhibitors of C. elegans SKN-1 | 360,000 compounds, 0.49% hits | C. elegans VP596 Pgst-4::GFP/RFP ratio, acrylamide-induced, 24 h | AID 624304 | inhibition, % at 21.8 µM;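 active means interference check ratio from 0.5 to 1.5 plus GFP to RFP signal ratio inhibition reaching or exceeding a fixed threshold, cut at about 30% in these data, passing the limit was not always enough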; further: some compounds called inactive have numbers as strong as hits
Neddyl block = inhibitors of human cullin neddylation. P61081+Q13564. TR-FRET cullin neddylation, biochemical. calls only at 25 µM. 360,000 compounds, 0.58% hits. AID 651699; in the data active means inhibition above about 36%
NadD inh = blocks S. aureus nicotinate mononucleotide adenylyltransferase. purified NadD enzyme, colorimetric absorbance read-out. inhibition, % at 20 µM. 360,000 compounds, 0.78% hits. AID 602399; in the data active means inhibition above about 26%; further: some compounds past the cut are filed as inactive
Rin1 Abl inh = inhibitors of human Rin1-Abl protein interaction; P00519+Q13671; TR-FRET Rin1/Abl binding, biochemical; inhibition, % at 7.35 µM; 360,000 compounds, 0.4% hits; in the data active means inhibition above about 5%, passing the limit was not always enough
Target sequence (P00519 whole entry, looked up): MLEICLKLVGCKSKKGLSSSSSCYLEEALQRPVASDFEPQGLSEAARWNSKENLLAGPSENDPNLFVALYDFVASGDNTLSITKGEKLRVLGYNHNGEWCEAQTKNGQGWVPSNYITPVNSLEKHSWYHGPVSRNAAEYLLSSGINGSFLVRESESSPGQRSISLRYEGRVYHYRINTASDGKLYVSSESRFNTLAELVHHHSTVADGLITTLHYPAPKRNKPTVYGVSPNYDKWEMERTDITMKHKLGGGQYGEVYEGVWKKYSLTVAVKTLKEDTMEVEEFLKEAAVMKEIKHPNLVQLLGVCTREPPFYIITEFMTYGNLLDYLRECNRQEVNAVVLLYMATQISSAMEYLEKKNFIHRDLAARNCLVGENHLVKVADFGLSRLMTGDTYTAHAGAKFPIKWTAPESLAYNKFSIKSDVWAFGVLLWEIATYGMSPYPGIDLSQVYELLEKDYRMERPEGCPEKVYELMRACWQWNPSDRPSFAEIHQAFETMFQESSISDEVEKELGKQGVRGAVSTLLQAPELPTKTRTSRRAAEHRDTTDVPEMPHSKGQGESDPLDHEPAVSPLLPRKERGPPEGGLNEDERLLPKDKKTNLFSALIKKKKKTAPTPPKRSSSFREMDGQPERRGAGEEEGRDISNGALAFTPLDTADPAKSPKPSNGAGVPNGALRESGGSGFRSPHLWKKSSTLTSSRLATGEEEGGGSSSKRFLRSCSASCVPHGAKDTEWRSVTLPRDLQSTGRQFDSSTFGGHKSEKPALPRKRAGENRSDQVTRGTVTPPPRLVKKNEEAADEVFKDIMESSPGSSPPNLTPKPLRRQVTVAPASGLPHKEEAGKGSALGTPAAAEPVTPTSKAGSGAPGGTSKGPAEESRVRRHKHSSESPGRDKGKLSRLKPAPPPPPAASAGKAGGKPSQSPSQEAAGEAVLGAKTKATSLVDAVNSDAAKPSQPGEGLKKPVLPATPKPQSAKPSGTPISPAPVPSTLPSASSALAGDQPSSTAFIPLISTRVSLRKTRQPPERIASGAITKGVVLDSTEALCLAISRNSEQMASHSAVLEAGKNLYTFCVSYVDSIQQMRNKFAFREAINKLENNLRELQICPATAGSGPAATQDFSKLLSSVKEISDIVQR
Target sequence (Q13671 whole entry, looked up): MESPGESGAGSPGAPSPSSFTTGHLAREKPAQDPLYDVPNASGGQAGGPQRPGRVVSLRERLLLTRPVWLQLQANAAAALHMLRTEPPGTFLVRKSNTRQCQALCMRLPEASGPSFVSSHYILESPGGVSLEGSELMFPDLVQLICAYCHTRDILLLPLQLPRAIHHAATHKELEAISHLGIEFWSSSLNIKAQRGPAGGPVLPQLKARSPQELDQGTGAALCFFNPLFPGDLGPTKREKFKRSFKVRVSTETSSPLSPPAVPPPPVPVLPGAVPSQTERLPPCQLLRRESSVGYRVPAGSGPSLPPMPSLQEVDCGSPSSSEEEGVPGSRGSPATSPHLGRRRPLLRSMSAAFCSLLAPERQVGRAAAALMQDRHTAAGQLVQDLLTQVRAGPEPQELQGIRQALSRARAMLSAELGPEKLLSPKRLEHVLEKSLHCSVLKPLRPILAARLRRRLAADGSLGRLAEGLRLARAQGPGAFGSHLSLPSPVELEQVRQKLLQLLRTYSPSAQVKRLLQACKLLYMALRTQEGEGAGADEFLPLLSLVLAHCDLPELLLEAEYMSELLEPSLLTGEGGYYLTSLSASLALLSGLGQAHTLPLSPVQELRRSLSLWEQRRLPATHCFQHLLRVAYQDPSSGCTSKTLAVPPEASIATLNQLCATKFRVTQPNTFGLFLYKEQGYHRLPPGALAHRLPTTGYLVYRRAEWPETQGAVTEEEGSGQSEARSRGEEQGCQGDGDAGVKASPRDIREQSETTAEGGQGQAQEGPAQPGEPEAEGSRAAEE
Rpn11 block = Rpn11 (human) deubiquitinase inhibition; O00487; human 26S proteasome, Ub4-pepOG fluorescence polarization; 20S core pre-blocked with epoxomicin; calls only at 20 µM; 360,000 compounds, 0.59% hits; AID 588493;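 active means inhibition at 20 µM, scaled to each plate's controls, above about 33%, limit read from the data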
Numbers without * were called inactive; i = inactive; x = no result given; + = active, no number. Hits appear at their usual frequency; about 3.9% have a hit in one of these screens.

SMILES	FAS TE block	PABP1 MLLE inh	MT1-MMP act inh	CSN inh	SKN-1 inh	Neddyl block	NadD inh	Rin1 Abl inh	Rpn11 block
CCOC(=O)c1c(/N=C/c2ccc(C)cc2O)sc2c1CCN(C)C2	1	-24	-2	0	-1	i	-15	-1	i
O=C(CNC(=O)c1ccc(Cl)cc1Cl)OCn1nnc2ccccc2c1=O	3	12	8	3	5	i	-3	3	i
O=C(CSc1nc2ccccc2c(=O)n1CC1CCCO1)Nc1ccccc1 (configuration not stated)	-2	5	-2	-4	9	i	-8	4	i
Cc1ccnc(Nc2ccc(CCO)cc2)n1	-7	14	5	-3	-3	i	-8	3	i
CCc1nc(SCC(=O)c2cccc([N+](=O)[O-])c2)n[nH]1	-4	24	2	2	-1	i	-2	2	i
CCC(C)c1ccc(NC(=O)NCCN2CCCCC2)cc1 (configuration not stated)	1	8	-1	0	1	i	0	-1	i
CCCCn1c(SCC(=O)Nc2oc(C)c3c(C)n[nH]c(=O)c23)nc2cc(S(N)(=O)=O)ccc21	36	-9	3	2	1	i	-2	4	i
CCOC(=O)C1=C(O)C(=O)N(c2ccc(S(N)(=O)=O)cc2)C1c1ccc(Cl)cc1 (configuration not stated)	2	1	0	2	0	i	7	0	i
CCOC(=O)c1cnn2c(C(F)(F)F)cc(-c3ccccc3)nc12	15	-4	13	-1	5	x	-2	0	i
CC1(C)Cc2ccccc2C(NNC(=O)c2cccnc2)=N1	-7	-8	0	1	7	i	-7	-4	i
COc1cc(/C=C(/NC(=O)c2ccccc2)C(=O)Nc2ccc(O)cc2)c([N+](=O)[O-])cc1OC	-4	2	-1	-2	13	i	-4	-5	i
O=C(NNC(=O)[C@@H]1CCCC[C@@H]1C(=O)O)c1cccs1	-7	13	1	3	-7	i	-6	0	i
CCOc1ccc(/C=N/NC(=O)CC(=O)Nc2ccc(Cl)c(Cl)c2)cc1	0	7	-2	-6	3	i	-3	-2	i
CC(=O)Nc1cccc(OCC(=O)NCCC2=CCCCC2)c1	-5	1	2	-6	-5	i	-1	2	i
Cc1nnc(NC(=O)CN2C(=O)NC3(CCCC3)C2=O)s1	-5	2	-1	-5	15	i	0	0	i
COc1cc(/C=N/N=C2/NC(=O)C(CC(=O)O)S2)ccc1OCc1cccc(Cl)c1 (configuration not stated)	-7	-38	-6	1	10	i	10	0	i
CCOc1ccc2nc(NC(=O)CS(=O)(=O)c3ccccc3)sc2c1	1	2	1	0	-12	i	-3	1	i
O=C(COC(=O)C1CCC1)Nc1cccc(S(=O)(=O)N2CCOCC2)c1	4	-33	1	4	23	i	0	0	i
Cc1cc(C)cc(NC(=O)OCCN2CCN(Cc3ccccc3)CCC2=O)c1	-8	-5	-2	5	-4	i	2	4	i
COc1cccc(-c2cc(C(F)(F)F)n3ncc(C(=O)N4CCc5ccccc5C4)c3n2)c1	17	13	-4	-5	4	i	-6	0	i
Cc1ccc(-c2cc(C(=O)N3CCN(c4ncccn4)CC3)c3ccccc3n2)cc1	21	-107	-13	0	13	i	6	-1	i
N=c1n(Cc2ccccc2)c2ccccc2n1CC(O)c1ccco1 (configuration not stated)	-23	-11	-50	3	69	+	0	1	i
O=C(c1ccc(COc2c(F)c(F)c(F)c(F)c2F)o1)N1CCN(Cc2ccc3c(c2)OCO3)CC1	22	-1	-3	1	-7	i	7	8	i
COCCOC(=O)c1c(C)nc(SCC(=O)Nc2ccc(C)cc2)c(C#N)c1-c1ccco1	12	-6	0	2	-12	i	-10	-1	i
COc1ccc2oc(-c3ccccc3[N+](=O)[O-])cc(=O)c2c1	7	-1	-10	-5	2	i	-7	-3	i
SMILES	FAS TE block	PABP1 MLLE inh	MT1-MMP act inh	CSN inh	SKN-1 inh	Neddyl block	NadD inh	Rin1 Abl inh	Rpn11 block
Cc1cccc(-n2c(CNC(=O)c3ccc(S(=O)(=O)N(C)C)cc3)nnc2SCC(=O)Nc2ccc(F)cc2)c1	-2	-3	-3	0	18	i	5	1	i
CCCCCNC(=O)c1ccc2c(=O)[nH]c3c(C(=O)NCC4CCCO4)sc(=S)n3c2c1 (configuration not stated)	24	3	19	5	21	i	25	-2	i
O=C(N=c1nc2ccccn2s1)c1ccccc1	-10	0	-4	3	21	i	-2	1	i
COc1ccc(C#CC2=CC(=O)CC(C)(C)C2)cc1	8	-10	-6	-3	8	i	1	-4	i
CCCNC(=O)OCc1cccnc1Sc1ccc(C)cc1	1	-7	-2	-15	9	i	0	3	i
Cc1nn(C)c(C)c1-c1c(C#N)c(N)nc2c1CCCCCC2	-9	9	-1	-2	-21	i	9	-1	i
O=C(CSc1nnnn1C1CCCC1)N1CCCc2ccccc21	-1	-5	0	-3	0	i	-2	3	i
Cc1ccc(N(C(=O)CNC(=O)c2ccco2)C(C(=O)NC2CCCC2)c2ccncc2)c(C)c1 (configuration not stated)	-1	0	0	1	-14	i	-1	-3	i
O=C(NCc1ccc(Cl)cc1Cl)c1ccc2nc[nH]c2c1	-15	-1	3	1	-5	i	-2	-2	i
O=C(N=Nc1c(O)[nH]c2ccccc12)c1cc(-c2cccs2)[nH]n1	9	2	-2	16	0	i	9	1	i
CCOC(=O)CSc1nnc(CNC(=O)c2ccccc2OC)n1-c1ccc(OC)cc1	-4	-5	5	0	2	i	2	0	i
COc1ccc(CNC(=O)C(C)N2CCN(c3ccc(C(C)=O)cc3)CC2)cc1 (configuration not stated)	-3	-7	0	-1	-1	i	-4	0	i
CNc1cc(C(F)(F)F)nc(-c2ccccn2)n1	-9	6	2	-1	-22	i	3	-6	i
COc1ccc(C2C(C(=O)Nc3cccc(C)n3)c3ccccc3C(=O)N2C)cc1 (configuration not stated)	4	2	-8	0	4	i	-2	0	i
CCCCn1c(N)c(N(CCOC)C(=O)CN2C(=O)c3ccccc3C2=O)c(=O)[nH]c1=O	-5	-16	0	-2	-9	i	-2	-4	i
Cc1cc(Br)ccc1NC(=O)CCCOc1cc(=O)n(C)c2ccccc12	8	4	8	2	13	i	-6	-2	i
O=C(O)c1cn(Cc2ccccn2)c(=O)c2ccccc12	-8	-13	4	-1	-8	i	4	-2	i
O=C(c1ccc(-c2cccc([N+](=O)[O-])c2)o1)N1CCN(c2ccc([N+](=O)[O-])cc2)CC1	47	2	-3	5	-17	i	13	4	i
CCN1C[C@@H]2[C@@H]3C(=O)N(Cc4ccccc4)C(=O)[C@@H]3[C@](Cc3ccccc3)(C1=O)N2C(=O)c1ccc(Cl)c(Cl)c1	23	-4	-7	25	9	i	9	2	i
COC(=O)c1ccccc1NC(=O)Cn1c(-c2nonc2N)nc2ccccc21	3	4	6	0	4	i	-5	1	i
CCO[C@@H]1OC(C(=O)Nc2ccccc2)=C[C@H](c2ccc(Br)cc2)[C@H]1CCCO	16	7	3	-5	4	i	-13	0	i
COc1ccc(NC(=O)C[C@H]2C(=O)N(CCc3ccccc3)C[C@@H]2c2ccc(OC)cc2)cc1	3	0	2	-3	-2	i	10	0	i
COc1ccc(-n2c(C)cc(C(=O)CSc3nnc(-c4cccs4)o3)c2C)cc1	21	-75	3	-1	-2	i	-5	-5	i
CN(C)c1ccc(C2CC(=O)C=C(Nc3ccccc3N)C2)cc1 (configuration not stated)	-5	-15	3	3	31	i	-1	-1	i
CC(C)c1ccc(N(CC(=O)NCCSC(C)(C)C)S(C)(=O)=O)cc1	-8	7	-3	2	-9	i	-3	3	i
SMILES	FAS TE block	PABP1 MLLE inh	MT1-MMP act inh	CSN inh	SKN-1 inh	Neddyl block	NadD inh	Rin1 Abl inh	Rpn11 block
CCOC(=O)CSc1nc2c(cnn2-c2ccc(Cl)cc2)c(=O)[nH]1	3	-5	1	-6	3	i	1	-4	i
CCCC(=O)c1ccc(N2CCN(S(=O)(=O)c3ccccc3)CC2)c(F)c1	23	0	2	-3	3	i	0	-2	i
O=C(NCCCn1ccnc1)c1cnn2c1NC(c1ccccc1)CC2C(F)(F)F (configuration not stated)	-6	-2	-1	2	4	i	-9	-1	i
Cc1ccc2nc(SCC(=O)c3cc(C)n(C)c3C)[nH]c2c1	-1	-63	3	-5	6	i	-3	2	i
CCC1CCCCN1CC(=O)c1c(C)[nH]c2cc(C)ccc12 (configuration not stated)	-6	-14	-1	-2	-6	i	-5	-1	i
Cn1c(CC(=O)Nc2ccccc2Cl)nnc1SCC(=O)Nc1nncs1	-5	2	0	0	10	i	-7	-1	i
CC(C)(C)c1ccc(/C=N/NC(=O)C2CCCC2)cc1	11	13	6	-4	6	i	-3	-2	i
CN1CCN(C(=O)/C=C\c2ccc(Cl)cc2)CC1	-10	5	-1	1	-11	i	-7	-3	i
CC(C)(C)N1CC(C(=O)Nc2ccc(S(N)(=O)=O)cc2)CC1=O (configuration not stated)	-4	-6	-1	-5	4	i	-2	-1	i
CCOC(=O)c1[nH]c2ccc(Br)cc2c1NC(=O)CNC	-3	3	-1	-3	12	i	5	-5	i
Cc1ccc(C)c(N2CCN(C(=O)C3CCCN(c4ncnc5c4nc4n5CCCCC4)C3)CC2)c1 (configuration not stated)	16	6	-4	-5	-1	i	-4	-1	i
Cc1cc(C(=O)N/N=C/c2ccccn2)c2ccccc2n1	-6	0	0	1	4	i	-1	2	i
C=CC(=O)N1C/C(=C/c2ccccc2)C(=O)/C(=C\c2ccccc2)C1	2	-9	2	30	8	i	-2	6	i
O=C(OCC(=O)c1ccc[nH]1)c1ccc(S(=O)(=O)N2CCCCCC2)cc1	1	-11	-2	-3	22	i	-7	0	i
S=c1[nH]nc(CN2CCCCC2)n1Cc1ccccc1	-2	-30	2	12	2	i	-4	-1	i
CN(Cc1cnn(-c2ccccc2)c1)C(=O)c1cccc(S(=O)(=O)N(C)c2ccccc2)c1	14	-4	-1	-5	-4	i	-1	-5	i
O=C(Cc1cccc2ccccc12)N1CCN(c2ncccn2)CC1	0	5	-5	-2	8	i	4	1	i
O=S(=O)(c1ccc(F)c(F)c1F)N1CCN(c2ncnc3sccc23)CC1	3	7	1	3	6	i	7	-2	i
COC(=O)c1ccc(OCC(=O)Nc2nn(-c3ccccc3)nc2C(N)=O)cc1	-7	25	0	-1	5	x	7	0	i
CC1(C)CC(=O)c2cc(OCC(=O)NCc3cccnc3)ccc2O1	-7	-2	3	1	13	x	-1	-3	i
CCOC(=O)c1nn(-c2ccc(Cl)cc2)c(=O)c(C#N)c1C	6	-13	4	-2	-13	i	3	5	i
C#CCOc1c(Br)cc(/C=N/O)cc1OCC	1	-3	-3	-1	-13	i	-4	1	i
CCCOc1ccc(CC(=O)NCCc2ccccc2)cc1OC	-4	-1	-2	-6	6	i	1	3	i

Nothing new here: 6 of the compounds above.
SMILES	FAS TE block	PABP1 MLLE inh	MT1-MMP act inh	CSN inh	SKN-1 inh	Neddyl block	NadD inh	Rin1 Abl inh	Rpn11 block
C=CC(=O)N1C/C(=C/c2ccccc2)C(=O)/C(=C\c2ccccc2)C1	2	-9	2	30	8	i	-2	6	i
O=C(OCC(=O)c1ccc[nH]1)c1ccc(S(=O)(=O)N2CCCCCC2)cc1	1	-11	-2	-3	22	i	-7	0	i
S=c1[nH]nc(CN2CCCCC2)n1Cc1ccccc1	-2	-30	2	12	2	i	-4	-1	i
CN(Cc1cnn(-c2ccccc2)c1)C(=O)c1cccc(S(=O)(=O)N(C)c2ccccc2)c1	14	-4	-1	-5	-4	i	-1	-5	i
O=C(Cc1cccc2ccccc12)N1CCN(c2ncccn2)CC1	0	5	-5	-2	8	i	4	1	i
O=S(=O)(c1ccc(F)c(F)c1F)N1CCN(c2ncnc3sccc23)CC1	3	7	1	3	6	i	7	-2	i
